Compound activity (PubChem BioAssay)
MsrA inh = inhibitors of bovine MsrA | purified bovine MsrA, absorbance read-out | inhibition, % at 15.5 µM | actives 0.75% (n = 360,000); in the data active means inhibition above about 4.5%;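 further: 0% = vehicle wells with enzyme and 100% = reference inhibitor wells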
DNMT1 inh = DNMT1 (human) enzyme inhibition | P26358 | DNMT1 molecular beacon, Hinp1I cleavage, fluorescence | inhibition (reported as % activation of signal), % at 10 µM | actives 0.83% (n = 360,000); in the data active means inhibition above about 50%
NRP1-CendR mod = modulators of CendR peptide binding to human neuropilin-1 | O14786 | FAM-RPARPAR peptide binding to NRP-1, fluorescence polarization | inhibition, % at 25 µM | actives 0.85% (n = 360,000) | AID 602438;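 active means inhibition or corrected inhibition above about 18%, plus a signal ratio from 0.5 to 1.5, limit read from the data, passing the limit was not always enough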; further: strong numbers were not always called active
TbMetRS inhib = Trypanosoma brucei MetRS inhibition; AID 624268; inhibition, % at 11.9 µM; purified T. brucei MetRS, ATP depletion, Kinase-Glo luminescence; actives 0.4% (n = 360,000);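 active means inhibition above a per-plate cutoff of the control wells' mean inhibition plus 3 SD, cut at about 5.5% in these data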;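 further: 0% = DMSO wells median and 100% = median of wells with control inhibitor compound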
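Material – parasite MetRS enzyme · Medium – HEPES-MgCl2-KCl buffer plus DTT, spermine, BSA, pyrophosphatase · Reagent – ATP, methionine and E. coli bulk tRNA substrates · Times – 15 min enzyme-compound preincubation, 2 h reaction, 10 min detection, 25 °C · Measured by – luminescence of leftover ATP · Evaluation – percent inhibition relative to median high and low control wells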
MsrA act = bovine methionine sulfoxide reductase A activation; AID 602163; actives 0.3% (n = 360,000); activation, % at 10.6 µM; purified bovine MsrA, absorbance read-out; in the data active means activation above about 7.5%;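 further: 0% = vehicle and 100% = reference activator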
STEP inh = inhibitors of human striatal-enriched phosphatase STEP. P54829. recombinant STEP, OMFP fluorogenic substrate, fluorescence. inhibition, % at 20 µM. actives 0.25% (n = 360,000). AID 588621;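 active means inhibition at 20 µM, scaled per plate between control wells, above about 37%, limit read from the data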;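 further: 0% = DMSO with enzyme and substrate and 100% = substrate only without enzyme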
Target sequence (P54829 whole entry, looked up): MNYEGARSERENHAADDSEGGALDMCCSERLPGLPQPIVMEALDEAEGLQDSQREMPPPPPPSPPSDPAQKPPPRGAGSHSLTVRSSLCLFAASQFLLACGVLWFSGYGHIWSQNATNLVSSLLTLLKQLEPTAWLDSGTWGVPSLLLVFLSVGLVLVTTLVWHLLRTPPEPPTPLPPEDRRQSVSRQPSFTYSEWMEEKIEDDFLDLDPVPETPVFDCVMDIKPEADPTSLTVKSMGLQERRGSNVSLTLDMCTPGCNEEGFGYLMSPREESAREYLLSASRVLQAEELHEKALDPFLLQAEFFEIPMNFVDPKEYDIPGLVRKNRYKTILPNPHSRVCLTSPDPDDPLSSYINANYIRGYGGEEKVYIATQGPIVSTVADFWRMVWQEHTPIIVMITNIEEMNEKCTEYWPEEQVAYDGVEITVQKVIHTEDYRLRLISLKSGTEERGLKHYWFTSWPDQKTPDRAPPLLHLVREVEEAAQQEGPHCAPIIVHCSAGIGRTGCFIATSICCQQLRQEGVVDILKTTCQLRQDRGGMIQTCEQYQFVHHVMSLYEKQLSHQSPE
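material = STEP tyrosine phosphatase | reagent = fluorogenic phosphatase substrate OMFP at 25 µM final | doses = single compound dose of 20 µM, 1% DMSO final | schedule = 20 min reaction, room temperature, in the dark | measured by = fluorescence, 480/540 nm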
Scp-1 inhibitor = blocks human Scp-1 phosphatase activity. Q9GZU7. Recombinant Scp1, phosphopeptide, malachite green phosphate absorbance. inhibition, % at 20 µM. actives 0.88% (n = 340,000). AID 493091;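 active means inhibition above about 50% at 20 µM, limit read from the data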;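 further: plate controls were DMSO wells with enzyme for no effect and wells lacking enzyme for full effect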
Target sequence (Q9GZU7 76-261 limits assumed): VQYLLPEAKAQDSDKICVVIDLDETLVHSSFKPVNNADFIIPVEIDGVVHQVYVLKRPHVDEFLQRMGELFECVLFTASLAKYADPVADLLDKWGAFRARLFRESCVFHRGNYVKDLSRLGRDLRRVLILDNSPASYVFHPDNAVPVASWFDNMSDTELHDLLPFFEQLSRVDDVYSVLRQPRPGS
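Assay system: SCP-1 catalytic fragment, aa 76-261 | Buffer or medium: Tris acetate buffer pH 5.5 with MgCl2 and Tween-20 | Compound: One concentration, 20 µM, with 1.0% DMSO | Also added: Phospho 17-mer peptide substrate | Signal: Absorbance at 630 nm | Incubation: 45 min enzyme reaction at room temperature | Measure: % inhibition of SCP-1 phosphate liberation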
LMPTP block = LMPTP (human) inhibition; P24666; actives 0.22% (n = 360,000); AID 651560; inhibition, % at 20 µM; recombinant LMPTP-A, OMFP fluorogenic substrate, fluorescence intensity;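 active means compounds that cut the enzyme signal by at least half of the control window in the single-dose screen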;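 further: plate controls were DMSO wells with enzyme plus substrate for no effect and substrate without enzyme for full effect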
Target sequence (P24666 whole entry, looked up): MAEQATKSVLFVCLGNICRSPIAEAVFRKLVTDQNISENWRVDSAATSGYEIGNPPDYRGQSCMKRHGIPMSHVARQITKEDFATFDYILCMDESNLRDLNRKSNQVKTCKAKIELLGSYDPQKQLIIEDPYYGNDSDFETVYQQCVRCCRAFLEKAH
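Test system – LMPTP-A enzyme · Amount – LMPTP-A at 0.625 nM final in the reaction · Buffer or medium – Bis-Tris pH 6.0, DTT, detergent · Reagent – OMFP 400 µM · Doses – single 20 µM dose · Schedule – reaction 50 min, room temperature, dark · Detection – fluorescence intensity of OMFP turnover product · Evaluation – percent inhibition versus substrate-only and uninhibited controls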
SUMO1-SIM PPI = modulators of human SUMO1-mediated protein-protein interactions; SUMO1 binding to a labelled peptide, TR-FRET, 1 h; actives 0.33% (n = 360,000); P63165; AID 602429; inhibition, % at 20 µM; in the data active means inhibition above about 37%
E coli Lon inh = inhibitors of E. coli Lon protease | P0A9M0 | purified E. coli Lon protease, fluorescence polarization | inhibition, % at 7.94 µM | actives 0.42% (n = 360,000) | AID 602123; in the data active means inhibition above about 13%, passing the limit was not always enough;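 further: 0% = enzyme with probe and DMSO and 100% = no enzyme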
Starred values were filed as active, the others as inactive; nt = not tested or not shown.

SMILES	MsrA inh	DNMT1 inh	NRP1-CendR mod	TbMetRS inhib	MsrA act	STEP inh	Scp-1 inhibitor	LMPTP block	SUMO1-SIM PPI	E coli Lon inh
Cc1cc[n+](CC(=O)c2ccc(NC(=O)c3ccccc3)cc2)cc1	0.8	-1	21	-0.3	-3	1	-9	-0.9	-2	-1
Cc1cc(C)n(-c2ncnc3ccccc23)n1	-0.6	1	-26	-0.7	-7	-2	-4	-1.1	-1	-7
CCN(CC)CCOCCOC(=O)C1(c2ccccc2)CCCC1	-0.4	0	-8	-0.6	-3	0	-4	-0.6	8	0
COC(=O)c1cc(OC)c(OC)cc1NC(=O)c1ccc(OC)c(OC)c1	-0.1	-5	-5	-0.1	-4	0	-9	4.0	2	7
O=C(Nc1ccc(-n2nncc2-c2ccco2)cc1)c1ccc(F)cc1	0.4	-9	-10	-1.5	-11	1	11	0.3	-2	-15
Cc1ccc(NC(=O)c2ncn(CCCN3CCN(c4ncccn4)CC3)n2)cc1C	2.0	0	-9	-0.2	-2	-3	0	-1.5	4	1
O=C(NNS(=O)(=O)c1ccc(Cl)cc1)c1ccc(S(=O)(=O)N2CCCCC2)cc1	0.4	12	4	-0.2	-2	-1	-12	-1.4	3	-3
O=C(COC(=O)c1ccccn1)NCc1cccs1	-1.9	-3	10	-0.7	-5	-2	-7	0.0	-3	-6
Cc1ccc(S(=O)(=O)N(CC(=O)Nc2ccccc2C(=O)O)c2ccccc2C)cc1	1.6	0	4	-0.6	-6	2	-2	-0.8	3	-12
Cc1cc(/C=N/n2cnnc2)c(C)n1-c1ccc(OCc2ccc(Cl)cc2Cl)cc1	nt	-14	1	0.8	-5	1	3	8.7	-1	-8
CCOC(=O)CNS(=O)(=O)CCN1C(=O)c2ccccc2C1=O	0.0	4	-12	-0.1	0	0	-4	-0.8	-7	-5
COc1cccc(/C=C/C(=O)Nc2cccc(C(C)=O)c2)c1OC	2.6	-2	-23	-0.3	-3	4	-12	0.3	-5	-10
Cc1cc2c(cc1S(=O)(=O)N1CCN(c3ccccc3)CC1)OCCN2C	-1.1	-2	-6	-0.8	0	1	-9	1.3	-1	5
CCN(CC)c1nc(N)c2c(N)n(-c3ccccc3C)c(=S)c(C#N)c2c1C#N	8.0*	-30	-63	-1.1	-13	-4	2	1.0	18	-72
O=C(N/N=C/c1ccccn1)c1cccc(S(=O)(=O)N2CCCC2)c1	0.9	2	4	-0.7	-5	1	0	-1.3	-5	-3
Cc1cccc(NC(=O)C(C)C(=O)c2ccccc2)c1 (stereo not drawn)	0.6	0	6	0.4	-3	2	-9	-2.4	5	-2
COc1ccccc1N(CC(=O)NC1CCCC1)C(=O)CCC(=O)Nc1ccccn1	2.1	2	21*	0.9	-3	-2	-10	-1.1	-3	18*
CN(/N=C/c1cc(Br)cc(Br)c1O)c1cccc(C(F)(F)F)n1	5.8*	-9	-3	-0.4	-3	-1	-15	2.6	-1	12
CC(C)OP(=O)(c1ccc(N(C)C)cc1)C(O)c1ccccc1F (stereo not drawn)	0.9	0	-4	-1.0	-6	-3	-10	-0.2	1	-2
CC(=O)NC(Cc1ccccc1)C(=O)NC1CCN(c2ncccc2[N+](=O)[O-])CC1 (stereo not drawn)	1.3	12	4	-0.4	7	16	-3	-0.8	-13	-5
Cc1cccc(C(=O)N/N=C/c2ccc(OC3CSC3)cc2)c1	0.1	2	14	-1.9	-16	-1	-8	-2.1	-1	-11
O=C1OC(N2C(=O)CC[C@H]2C(=O)Nc2ccc3c(c2)OCO3)c2ccccc21 (stereo partly drawn)	-0.5	-10	4	-1.0	-6	-1	7	-0.6	0	-7
Cc1ccccc1NC(=O)/C(C#N)=C/c1ccccc1C(F)(F)F	-0.4	-1	-1	-0.4	-4	-1	-1	-0.3	-4	-15
O=C(c1nc2ccccn2c1CNCCn1ccc2ccccc21)N1CCOCC1	-1.3	-4	8	-0.2	-2	-1	-4	-0.8	0	-5
c1ccc(Cc2ccc(OCCN3CCOCC3)cc2)cc1	0.7	-8	5	-0.8	0	-5	-12	0.3	3	-6
CCOC(=O)CCC(=O)N1CCOCCN(C(=O)CCC(=O)OCC)CCOCC1	-1.1	-3	5	-0.1	-3	-1	-2	-1.9	0	4
CCOc1cc(S(=O)(=O)N2CCN(C(=O)c3ccco3)CC2)ccc1F	-0.6	1	-1	-1.3	-7	0	6	-3.1	5	3
CCCOc1ccc(-c2cc3onc(-c4ccccc4)c3c(=O)n2C)cc1	0.4	2	-12	-0.2	-2	2	-4	3.5	7	0
O=C(CCCN1C(=O)/C(=C/c2cccs2)SC1=S)Nc1cc([N+](=O)[O-])ccc1O	0.4	-1	6	0.1	0	1	-5	-0.1	-3	2
CCCCn1c(N)c(N(CC(C)C)C(=O)C2CSC3(C)CCC(=O)N23)c(=O)[nH]c1=O (stereo not drawn)	2.3	4	-7	0.2	-4	-2	-7	-1.2	2	-2
COc1ccc(S(=O)(=O)N(C(=O)c2ccncc2)c2ccc3oc4c(c3c2)CCCC4)cc1	0.3	-15	17	0.2	-3	-2	-14	2.2	1	10
CCn1c(/C=C/Nc2ccccc2)[n+](CC)c2ccc(Cl)cc21	0.3	3	-12	-0.7	-3	-6	11	-1.4	-1	1
Cc1ccc(N2CC(O)CSC2=Nc2ccccc2)cc1 (stereo not drawn)	-1.0	3	6	0.0	-5	-4	nt	-1.7	0	8
COc1cccc(-c2nnc(N)o2)c1	0.4	-2	0	0.0	0	-1	-4	0.0	-1	-3
COc1cc(-n2c(=O)c3ccccc3n(CC(=O)c3ccc(Br)cc3)c2=O)cc(OC)c1OC	0.7	4	8	-1.2	-6	4	9	39	-9	15
O=C(/C=C/c1ccccc1)N(c1ccccn1)C1CCCCC1	-1.6	0	-2	-0.6	-8	-3	-4	-1.1	-1	-2
Cc1nc2ccc(NC(=O)CCC3CCCC3)cc2s1	0.9	-4	2	0.0	-1	0	-1	1.1	-2	-2
CO[C@H]1C=CO[C@@]2(C)Oc3c(C)c(O)c4c(O)c(c(C=NN5CCN(C)CC5)c(O)c4c3C2=O)NC(=O)C(C)=CC=C[C@H](C)[C@H](O)[C@@H](C)[C@@H](O)[C@@H](C)[C@H](OC(C)=O)[C@@H]1C	5.4*	-16	-24	-0.6	-4	5	-4	8.5	-84	-10
Cc1cc(C)n(-c2nc3ccccc3nc2Nc2ccc(CC(=O)O)cc2)n1	-0.4	0	-18	-0.4	-3	0	-6	0.7	-6	-12
CCn1c2ccccc2c2cc(NC(=O)CCCN3C(=O)CCC3=O)ccc21	-0.5	-1	-2	-0.4	-1	-1	-2	0.3	0	1
Nc1ccccc1C(=O)NNc1ncc(C(F)(F)F)cc1Cl	0.9	10	-13	-0.1	2	-3	2	1.3	0	4
COc1cccc(Nc2nc(C(N)CO)cs2)n1 (stereo not drawn)	1.3	-2	-17	-0.1	-1	-3	nt	-1.2	12	9
N=C1C(c2ccccc2)=C(O)CN1NC(=O)c1ccc(Cl)cc1	-0.9	1	10	-0.7	-3	1	7	1.0	-1	-2
CCOc1ccc(C(C)=O)cc1NC(=O)/C=C\C(=O)O	1.8	2	-1	0.6	-3	-2	-1	0.5	1	-3
Cc1ccc(SCC(=O)Nc2cccc(C)c2)cc1	1.1	3	5	-0.6	-11	1	-2	2.5	1	-8
Cn1c(=O)c2c(nc(CN3CCOCC3)n2CCN2CCOCC2)n(C)c1=O	nt	5	27*	-1.5	-11	-15	5	-2.1	-2	-8
O=C(O)CCCNc1n[nH]c(=O)[nH]c1=O	0.1	0	9	0.1	-1	1	-6	-0.8	3	-1
C=CCc1cc(Cl)ccc1OCCCNC(C)C	0.5	-3	-5	0.7	-2	1	-4	0.3	0	24
O=C1CSC(=S)N1c1cccc(F)c1	-0.4	-9	-11	-0.2	-2	1	1	-0.3	1	-5
CCCC(O)(c1ccc(OC)cc1)C(CN1CCOCC1)c1ccccc1 (stereo not drawn)	-0.4	-2	-4	-0.2	-1	-6	-1	0.6	1	0
O=C(NCc1ccccn1)c1ccccc1-c1ccccc1	0.2	-1	10	-0.1	-2	-1	-1	0.2	-6	4
NC(=O)c1ccc(NC(=O)COC(=O)c2ccccc2Nc2ccccc2)cc1	0.3	37	-4	-0.5	-2	2	-7	-1.5	4	-6
O=C(COC(=O)c1ccco1)NC12CC3CC(CC(C3)C1)C2	2.8	3	14	-0.2	-3	-2	3	-1.6	0	-12
CCOCCCNC(=O)C(NC(=O)c1ccc(=O)[nH]c1)c1ccc(Cl)cc1 (stereo not drawn)	-0.2	4	-6	-0.7	-11	-2	-9	-0.2	0	-3
COc1ccc(NC(=O)COc2ccc(/C=N/O)cc2OC)cc1	-1.3	0	-6	-0.6	0	4	-3	-1.0	0	-2

Rows were taken by chance; overall some 4.3% were active at least once.
